# TRPC6 inh – mouse TRPC6 channel inhibition | HEK293-TRPC6, membrane potential dye, ACh-evoked depolarization; active compounds read low | B-score at 10 µM | actives 1.1% (n = 310,000) | AID 2553;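 active means B-score under library mean minus 3 SD, initial fluorescence not abnormally high, positive integrated signal ratio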;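 further: B-score derived from integrated fluorescence ratio over the kinetic read; more negative B-score means stronger inhibition of depolarization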
# SKKanGAS inh – blocks kanamycin growth of S. pyogenes SKKanGAS strain; BacTiter-Glo, 6 h; inhibition, % at 7.5 µM; actives 1.3% (n = 300,000);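 active means mean replicate score, as percent of positive control median, at least 50; inconclusive means mean below 50 but one replicate at or above 50; inactive means mean and every replicate below 50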;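 further: strain carries kanamycin resistance gene driven by streptokinase promoter and grows in 40 µg/ml kanamycin; loss of luminescence reflects streptokinase promoter inhibition or plain growth inhibition; 0% = median of DMSO wells and 100% = positive control at its reference dose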
# IEC-6 tox – counter-screen for KLF5 inhibitors: cytotoxicity in IEC-6 cells; actives 0.78% (n = 290,000); AID 1825; IEC-6 cytotoxicity, luminescence viability; inhibition, % at 5 µM; in the data active means inhibition above about 22%;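 further: 0% = plate median of test compound wells and 100% = cytotoxic reference compound wells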
# KLF5 inhibitor – suppresses KLF5 promoter-driven expression. DLD-1 KLF5 promoter-luciferase reporter, luminescence. inhibition, % at 5 µM. actives 0.23% (n = 290,000);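 active means inhibition above a per-plate limit of that plate's mean compound inhibition plus 3 SD, cut at about 60% in these data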;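 further: 0% = DMSO wells and 100% = LY294002 at 200 µM; higher means less KLF5 promoter-driven luciferase light; inactives centre near -14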
# TRPC4 agonist – TRPC4 (mouse) channel activation. B-score at 10 µM. actives 0.49% (n = 310,000). HEK293 TRPC4beta/mu-opioid, Fluo4 calcium fluorescence; active compounds read high;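 active means B-score above 5 SD of library B-scores, and initial fluorescence ratio not above library mean plus 5 SD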;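 further: positive B-score marks a calcium rise read as TRPC4 activation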
#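 Assay system – TRPC4beta and mu-opioid receptor HEK293 stable cells · Measured by – Fluo4 fluorescence, kinetic · Schedule – dye loading 45 min room temperature, 110 s kinetic read · Read-out – B-scored integrated calcium fluorescence ratio · Controls – buffer and maximal DAMGO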
# HIF activator – HIF pathway transcriptional activation | activation, % at 7.5 µM (by protocol) | AID 1910 | actives 0.32% (n = 300,000) | U2OS HRE-luciferase reporter, luminescence; normalized: DMSO 0%, desferrioxamine 100%;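 active means mean activation of at least 10% of the iron chelator positive control signal, with at least half of replicates also reaching 10%; inconclusive means mean and replicate majority disagree about reaching 10%; inactive means mean and most replicates under 10%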
# TRPC4 block – inhibitors of mouse TRPC4 channel; Q9QUQ5; B-score at 10 µM; actives 0.39% (n = 300,000); HEK293 TRPC4beta/mu-opioid, DAMGO-evoked Fluo4 calcium flux; active compounds read low; AID 2247;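 active means B-score over 3 SD under the library average, no early fluorescence shift, positive overall ratio signal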
#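 Assay system: HEK293 cells with stable TRPC4beta plus mu-opioid receptor expression; Probe or stimulus: DAMGO in two steps, submaximal then maximal; Dosing: single-point compound dosing; Measured by: Fluo4 calcium-dye fluorescence, kinetic read; Read-out basis: B score from integrated Fluo4 fluorescence ratio.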
# MrgX1 antag – human MrgX1 receptor antagonism, primary screen. Q96LB2. MRGX1-HEK293 calcium flux, Fluo-4, BAM8-22 antagonism; active compounds read low. B-score at 10 µM. actives 1.3% (n = 310,000). AID 588676;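 active means calcium-response B-score plate-corrected more than 3 library SD below zero, starting fluorescence within 5 deviations, no agonist response on first addition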;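 further: peak minus trough fluorescence over baseline after final BAM8-22 challenge near maximal dose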
# Target sequence (Q96LB2 whole entry, looked up): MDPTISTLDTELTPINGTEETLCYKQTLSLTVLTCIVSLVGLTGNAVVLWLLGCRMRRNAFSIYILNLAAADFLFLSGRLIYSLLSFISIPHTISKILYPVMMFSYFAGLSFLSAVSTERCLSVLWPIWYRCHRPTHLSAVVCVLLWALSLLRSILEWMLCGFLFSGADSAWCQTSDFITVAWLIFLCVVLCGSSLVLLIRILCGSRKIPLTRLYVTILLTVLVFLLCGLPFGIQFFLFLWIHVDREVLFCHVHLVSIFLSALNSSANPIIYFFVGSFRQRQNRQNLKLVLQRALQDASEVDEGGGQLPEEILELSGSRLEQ
# TRPC6 act – activates the mouse TRPC6 cation channel. Q61143. HEK293-TRPC6 membrane potential dye fluorescence; active compounds read high. B-score at 10 µM. actives 0.13% (n = 310,000);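 active means B-score of the integrated fluorescence ratio above library mean plus 3 SD, and starting fluorescence ratio within library mean plus 5 SD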;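 further: higher score means more depolarization so channel activation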
# aSyn 5UTR inh – MLPCN primary screen, SNCA 5' untranslated region; alpha-synuclein 5'UTR reporter, inhibitor activity; inhibition, % (tested at 7.5 µM); actives 0.82% (n = 300,000); AID 1813; in the data active means inhibition above about 60%; inconclusive means no clear call, values can overlap the other calls;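 further: H4 neuroglioblastoma cells stably carrying SNCA 5'UTR luciferase fusion; 0% = DMSO wells and 100% = positive control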
# TRPC4 potent – allosteric potentiators of mouse TRPC4 channel | Q9QUQ5 | HEK293 TRPC4beta/mu-opioid, DAMGO EC20, Fluo-4 Ca2+ flux; active compounds read high | B-score at 10 µM | actives 0.42% (n = 310,000);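 active means B-score of calcium response area above 5 SD of library B-scores, with initial fluorescence ratio within 5 SD of library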;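 further: B-score of integrated fluorescence ratio over time as area under calcium response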
# * hit, by the source's call; i = inactive; ? = inconclusive; . = no result given. Not a hit list. Share with any hit: about 5.8%.
SMILES,TRPC6 inh,SKKanGAS inh,IEC-6 tox,KLF5 inhibitor,TRPC4 agonist,HIF activator,TRPC4 block,MrgX1 antag,TRPC6 act,aSyn 5UTR inh,TRPC4 potent
CC(=O)N1CCN(c2nc(C)nc3sc4c(c23)CCC(C)C4)CC1 (stereo not drawn),i,-5,6,-38,i,-0.6,i,i,i,22,i
COc1cc(NC(=O)CN2c3ccccc3CC2C)cc(OC)c1OC (stereo not drawn),i,6,5,-18,i,-0.2,i,i,i,26,i
Cc1cc(/C=C(\C#N)C(=O)NCc2cccs2)c(C)[nH]1,i,15,6,-10,i,1.2,.,i,i,-19,i
O=C(c1ccc(S(=O)(=O)N2CCCC2)cc1)N1CCCC(C(F)(F)F)C1 (stereo not drawn),i,-6,.,.,i,-0.2,i,i,i,6,i
Cc1cccc(NC(=O)Nc2nnc(-c3ccccc3)o2)c1,i,15,9,3,i,0.6,i,i,i,14,i
CC(=O)Oc1ccc(/C(C)=N\N2CCN(Cc3ccc(Cl)cc3)CC2)cc1,i,1,-1,-26,i,-1.5,i,i,i,3,i
C/C(=N\N=C1\NC(=O)C(CC(=O)NCc2ccccc2)S1)C(C)C (stereo not drawn),i,-2,1,-10,i,-0.3,i,i,i,-8,i
COc1ccc(NC(=O)C/C(C)=N/NC(=O)c2ccncc2)c([N+](=O)[O-])c1,i,-11,2,1,i,-0.5,i,i,i,-15,i
CC(C)(C)NC(=O)C(c1ccc(Cl)cc1)N(Cc1ccco1)C(=O)CCl (stereo not drawn),i,1,-11,-17,i,-1.3,i,i,i,-42,i
Cc1cc(S(=O)(=O)NCc2ccncc2)c(C)cc1Br,i,3,13,-30,i,-0.4,i,i,i,-22,i
COc1ccc(C(=O)N=C2SC3CS(=O)(=O)CC3N2Cc2ccccc2)cc1OC (stereo not drawn),i,1,11,-6,i,3.3,i,i,i,50,i
CCOC(CNC(=O)CCc1c(C)nc2nc(C)nn2c1C)OCC,i,5,-1,-13,i,-0.1,i,i,i,14,i
CCOC(=O)c1cnn(-c2ncnc3c2cnn3Cc2ccccc2)c1N,i,-1,3,-33,i,-0.4,i,i,i,2,i
CC(C)(C)OC(=O)Nc1ncnc2c1ncn2C1OC(CO)C2OC(C)(C)OC21 (stereo not drawn),i,4,0,-12,i,-0.1,i,i,i,18,i
COc1cccc(Nc2nc(N)nc(C(F)(F)F)n2)c1,i,-8,-6,-32,i,1.4,i,i,i,-28,i
COc1ccc(Oc2nccc(-c3ccccc3)c2C#N)cc1,i,5,6,-62,i,2.2,i,i,i,-185,i
O=C1CCN(S(=O)(=O)c2ccccc2)CCN1CCOCc1ccc(C(F)(F)F)cc1,i,3,.,.,i,0.0,i,i,i,-27,i
NC(=S)N/N=C/c1ccc(C(F)(F)F)cc1,i,-4,39*,19,i,2.0,i,i,i,-8,i
O=C1CCC(NC(=O)c2ccccc2)C(=O)N1 (stereo not drawn),i,-4,-2,-8,i,-40,i,i,i,-10,i
Cc1cccc(CNC(=O)CC2C(=O)NCCN2C2CCCC2)c1 (stereo not drawn),i,-10,0,-27,i,0.4,i,i,i,3,i
C=COCCNC(=O)Nc1ccc(Cl)cc1Cl,i,6,3,-1,i,0.3,i,i,i,8,i
CC1CCC2(CC1)NC(=S)N(C(C)(C)C)N2 (stereo not drawn),i,4,4,10,i,0.3,i,i,i,-1,i
Cc1cc(Nc2ccccc2)nc(NCc2ccccc2)n1,i,-2,13,-13,i,0.9,-6*,i,i,0,i
CCCN1C(=O)SC(CC(=O)Nc2ccccc2C)C1=O (stereo not drawn),i,4,-2,2,i,-0.2,i,i,i,24,i
CCN(C(=O)C1CCCN(c2nc(-c3ccc(OC)cc3)no2)C1)c1ccc(OC)cc1 (stereo not drawn),i,-5,-2,-18,i,0.1,i,i,i,17,i
CCCc1c(C)nc(N2CCN(c3cccc(OC)c3)CC2)[nH]c1=O,i,-3,-5,2,i,0.4,i,i,i,-3,i
CCOC(=O)NN1C(=O)c2ccccc2NC1c1cccnc1 (stereo not drawn),i,-11,-3,-7,i,0.1,i,i,i,13,i
CCC1(CC)Cc2ccccc2-c2nc(CN(C)C)[nH]c(=O)c21,i,11,-3,-17,i,-1.3,i,i,i,15,i
CCn1c(=N)n(CC(=O)c2ccc(Cl)c(Cl)c2)c2ccccc21,i,1,-2,-173,i,6.2,i,i,i,-186,i
Cc1ccc(N=Nc2cc(C)ccc2N)cc1,i,-1,3,8,i,0.1,i,i,i,?,i
O=C(Nc1nc(-c2ccc(F)c(F)c2)cs1)c1cnccn1,i,-1,8,-18,i,.,i,i,i,-26,i
Cc1cc(C)n(-c2nc(SCC(=O)O)c3c4c(sc3n2)COC(C)(C)C4)n1,i,70*,-1,-2,i,-0.2,i,i,i,6,i
COc1ccc(N(C(=O)c2ccco2)S(=O)(=O)c2cc(OC)ccc2OC)cc1,i,-7,-3,-12,i,1.0,i,i,i,-113,i
COCCSc1nnc(NC(=O)CSCc2ccccc2)s1,i,0,-2,-19,i,0.9,i,i,i,-3,i
Cc1cc(C)cc(NC(=O)CN2CCN(c3ccccn3)CC2)c1,i,-2,-4,-18,i,-8.1,i,i,i,3,i
Cc1nnsc1NC(=O)OCc1ccc(C(C)(C)C)cc1,i,-2,0,-19,i,0.8,i,i,i,-14,i
COc1cccc2cc(C(=O)NC3CC4CCC3C4)oc12 (stereo not drawn),i,0,7,-45,i,-1.5,i,i,i,-26,i
O=C(Nc1ccc(NC(=O)c2sc3ccccc3c2Cl)cc1)c1ccco1,i,-7,1,-5,i,-56,i,i,i,-20,i
Cc1cccc(N2CCN(S(=O)(=O)c3ccc4c(c3)C(C)(C)C(=O)N4C)CC2)c1C,i,-7,-1,7,i,0.0,i,i,i,5,i
Cc1[nH]nc2c1C(CCc1ccccc1)C(C#N)=C(N)O2 (stereo not drawn),i,0,.,.,i,-0.4,i,i,i,-42,i
O=C(Cn1cc2c(n1)CCCCC2)NCc1ccccn1,i,-2,.,.,i,-0.1,i,i,i,0,i
CCc1ccccc1NC1=NCC(=O)N1C1CCCC1,i,2,-2,-12,i,-0.1,i,i,i,-22,i
Cc1cc(C)c(S(=O)(=O)O)c(C)n1,i,1,2,0,i,-0.5,i,i,i,11,i
CCC1(c2ccc(F)cc2)NC(=O)N(CC(=O)N2c3ccccc3NC(=O)C2(C)C)C1=O (stereo not drawn),i,-1,.,.,i,1.4,i,i,i,1,i
O=C(CN1C(=O)CCC1=O)Nc1nc2c(F)cc(F)cc2s1,i,-6,0,-60,i,-0.4,i,i,i,2,i

# Gathered by group, the compounds so far with an aryl thioether with sulfur outside any ring
SMILES,TRPC6 inh,SKKanGAS inh,IEC-6 tox,KLF5 inhibitor,TRPC4 agonist,HIF activator,TRPC4 block,MrgX1 antag,TRPC6 act,aSyn 5UTR inh,TRPC4 potent
Cc1cc(C)n(-c2nc(SCC(=O)O)c3c4c(sc3n2)COC(C)(C)C4)n1,i,70*,-1,-2,i,-0.2,i,i,i,6,i
COCCSc1nnc(NC(=O)CSCc2ccccc2)s1,i,0,-2,-19,i,0.9,i,i,i,-3,i

# Remaining list, next part:
SMILES,TRPC6 inh,SKKanGAS inh,IEC-6 tox,KLF5 inhibitor,TRPC4 agonist,HIF activator,TRPC4 block,MrgX1 antag,TRPC6 act,aSyn 5UTR inh,TRPC4 potent
COc1ccc(F)cc1S(=O)(=O)N1CCC2(CC1)OCCN2S(=O)(=O)c1cccs1,i,-6,.,.,i,-0.6,i,i,i,-12,i
CCN1CC(CN(C)Cc2nc(-c3ccc(C(F)(F)F)cc3)no2)CC1=O (stereo not drawn),i,-18,-9,-17,i,0.1,i,i,i,-44,i
O=C(CN1CCC(NC(=O)Nc2ccccc2)CC1)Nc1ccccc1F,i,-17,1,-12,i,-3.6,i,i,i,1,i
Cc1ccc(C(=O)Nc2cc(C)c(OCC(=O)N3CCOCC3)c(C)c2)cc1,i,1,2,-80,i,0.6,i,i,i,-57,i
CCCCNC(=O)CSc1nc(Cc2ccccc2)nc2ccccc12,i,-6,-2,-42,i,2.0,i,i,i,11,i
O=C(Nc1ccc(C(F)(F)F)cc1)c1cc(-c2cccnc2)nc2ccc(Br)cc12,i,8,-4,2,i,-0.3,i,i,i,8,i
O=C(CN1C(=O)c2cccc3cccc(c23)C1=O)N1CCN(c2ccccn2)CC1,i,-4,1,-10,i,-0.3,i,i,i,20,i
CSCCC(NC(=O)c1cc(CC(C)C)oc1C)C(=O)O (stereo not drawn),i,4,-1,-23,i,0.0,i,i,i,6,i
CCOC(=O)CC(NC(=O)c1cccs1)c1ccc(OCC)cc1 (stereo not drawn),i,1,1,-1,i,0.2,i,i,i,-1,i
COc1ccc(OCC(=O)Nc2ccncc2)cc1,i,-3,2,-5,i,0.1,i,i,i,-2,i
CCOc1ccc(C(C)C)cc1S(=O)(=O)N1CCOCC1,i,1,4,-51,i,0.0,i,i,i,5,i
Cc1cc(OCC(=O)c2ccc(C(F)(F)F)cc2)n2cnnc2n1,i,4,2,29,i,-0.1,i,i,i,7,i
COc1ccccc1NC(=O)CSc1nnc(C)s1,i,-2,-1,10,i,-2.3,i,.,i,9,i
CSc1nnc(N2C(=O)C(O)=C(C(=O)c3ccc(C)o3)C2c2ccc(C)cc2)s1 (stereo not drawn),i,3,-3,-71,i,1.6,i,i,i,5,i
CC12CC(O)C3c4ccc(O)cc4CCC3C1CC/C2=N\O (stereo not drawn),i,0,1,-38,i,2.5,i,i,i,1,i
N#CC(C#N)=C(Nc1ccccc1)c1ccccc1,i,4,-2,-3,i,-0.5,i,i,i,-3,i
Cc1cc(C)n(CC(=O)N/N=C/c2ccco2)n1,i,0,-2,10,i,-0.7,i,i,i,9,i
COc1ccc(-c2cn[nH]c2N)cc1OC,i,3,-2,-35,i,0.0,i,i,i,26,i
Cc1cccc(N(CC(=O)NC2CCCC2)C(=O)c2c(C)noc2C)c1,i,4,2,-9,i,0.5,i,i,i,0,i
COc1ccc(OC)c(N2Cc3ccccc3C2)c1,i,10,2,-3,i,-0.5,i,i,i,-25,i
CCOc1ccc(Nc2ncnc3c2nnn3Cc2ccccc2)cc1,i,22,3,-36,i,0.5,i,i,i,-79,i
COc1ccc(C(CNC(=O)c2cccc(S(=O)(=O)Nc3ccc(C)cc3)c2)N2CCCCC2)cc1 (stereo not drawn),i,-2,.,.,i,-0.2,i,i,i,14,i

# Assay outcomes: PubChem BioAssay, several laboratories
